GLD-1 TGE inh – GLD-1/TGE RNA complex disruptors, primary screen, biochemical, fluorescence polarization; inhibition, % at 5.96 µM; purified GLD-1 + fluorescein TGE RNA; 320,000 compounds, 0.44% hits;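 active means percent inhibition above a per-plate cutoff, the plate mean of test compounds plus 3 SD, cut at about 30% in these data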;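 further: 0% = DMSO wells with GLD-1 and probe and 100% = wells lacking GLD-1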
Target sequence (Q17339 whole entry, looked up): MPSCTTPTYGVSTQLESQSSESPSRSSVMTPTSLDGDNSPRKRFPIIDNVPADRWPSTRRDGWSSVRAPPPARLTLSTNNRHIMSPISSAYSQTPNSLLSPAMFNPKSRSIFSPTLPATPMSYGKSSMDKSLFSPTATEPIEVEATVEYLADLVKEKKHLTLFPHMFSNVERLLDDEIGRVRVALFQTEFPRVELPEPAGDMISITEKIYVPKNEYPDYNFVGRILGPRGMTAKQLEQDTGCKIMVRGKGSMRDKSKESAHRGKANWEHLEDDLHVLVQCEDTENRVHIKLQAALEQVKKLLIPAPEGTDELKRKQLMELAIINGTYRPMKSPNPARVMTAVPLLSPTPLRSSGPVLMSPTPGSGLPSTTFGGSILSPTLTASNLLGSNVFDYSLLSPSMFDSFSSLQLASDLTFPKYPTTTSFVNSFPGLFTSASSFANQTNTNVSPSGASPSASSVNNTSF
MEX-5 binding – MEX-5 zinc finger RNA-binding disruptors – biochemical, C. elegans, fluorescence polarization, MLPCN library, primary screen; MEX-5/FITC-TCR2 RNA binding; active compounds read low; activity score (negative = inhibition of binding), % at 10 µM; 300,000 compounds, 0.38% hits; Zinc finger protein mex-5 (Caenorhabditis elegans), Q9XUB2;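 active means inhibition past about -25% in most replicates, and total fluorescence under double the plate's negative control median, limit read from the data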;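 further: 0% = DMSO and -100% = 5 µM competing unlabeled TCR2 RNA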
Target sequence (Q9XUB2 whole entry, looked up): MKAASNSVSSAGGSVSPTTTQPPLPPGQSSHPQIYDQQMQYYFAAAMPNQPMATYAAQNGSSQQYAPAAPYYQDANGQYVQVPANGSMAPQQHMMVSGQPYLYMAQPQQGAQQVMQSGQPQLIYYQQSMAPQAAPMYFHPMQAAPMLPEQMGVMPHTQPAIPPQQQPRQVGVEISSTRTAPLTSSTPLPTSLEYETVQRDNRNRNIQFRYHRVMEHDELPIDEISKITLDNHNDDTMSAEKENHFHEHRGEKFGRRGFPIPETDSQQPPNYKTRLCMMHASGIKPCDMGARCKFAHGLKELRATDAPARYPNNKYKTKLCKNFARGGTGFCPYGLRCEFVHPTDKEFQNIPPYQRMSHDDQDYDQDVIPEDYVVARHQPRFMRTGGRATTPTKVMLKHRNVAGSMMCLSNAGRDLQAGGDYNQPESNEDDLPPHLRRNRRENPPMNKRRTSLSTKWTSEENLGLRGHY
MCL1 BIM primary – inhibitors of MCL1 binding to BIM-BH3, primary screen, biochemical, fluorescence polarization; AID 2057, 2009; 320,000 compounds, 0.68% hits; inhibition, % at 10.9 µM; Induced myeloid leukemia cell differentiation protein Mcl-1 (Homo sapiens), Q07820; GST-MCL1 / FITC-Bim-BH3 fluorescence polarization;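 active means inhibition above the mean inhibition of all tested compounds plus 3 SD, set per campaign, cut at about 40% in these data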;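 further: 0% = DMSO wells and 100% = unlabeled Bim-BH3 peptide control; higher means more loss of mP so more displacement of Bim peptide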
VLA-4 inh – inhibition in human VLA-4 binding assay, primary screen, VLA-4 allosteric modulator project, MLPCN library, flow cytometry, VLA-4 expressing cells; 330,000 compounds, 0.2% hits; Integrin alpha-4 (Homo sapiens), P13612; inhibition, % (about 7 µM as worked out from the volumes in the protocol); ligand binding flow cytometry; AID 2557, 2010; in the data active means inhibition above about 50%
GRK2 inh – compounds blocking aptamer binding on GRK2 – biochemical, human GRK2, bead flow cytometry, HTS, primary screen | FAM-aptamer displacement from GRK2 | inhibition of aptamer binding, % at 10 µM | AID 488847, 2010 | 330,000 compounds, 0.59% hits;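 active means inhibition of aptamer binding above 40%, roughly 3 SD of noise, on plates passing a quality check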;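 further: median bead fluorescence of bound FAM aptamer so fluorescent compounds give negative values; no value below 0 was filed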
Efflux pump mplx – inhibitors of Candida efflux pumps in yeast, primary screen, S. cerevisiae, Nile Red, multiplex. inhibition, % at 10 µM. 330,000 compounds, 0.44% hits. S. cerevisiae Candida pump triplex;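 active means plate passing quality check with inhibition over a set limit, or well fluorescence over plate mean plus 4 SD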;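 further: Nile Red retained in pooled yeast measured as flow cytometry median fluorescence; 0% = buffer negative control and 100% = Enniatin B positive control; higher means more Nile Red kept so more efflux inhibition; some compounds called inactive have numbers as strong as hits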
PME-1 primary – PME-1 inhibitors via competitive probe labeling, primary screen, biochemical, fluorescence polarization, FP-Rh probe, HTS. Protein phosphatase methylesterase 1 (Homo sapiens), Q9Y570. recombinant PME-1. inhibition, % at 5.9 µM. 320,000 compounds, 0.53% hits. AID 2130, 2009;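 active means inhibition above the campaign mean of all compounds plus 3 SD, cut at about 26% in these data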;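 further: competitive labeling of PME-1 active site by serine hydrolase directed probe; 0% = PME-1 with DMSO and 100% = wells lacking PME-1 enzyme; inhibitors block probe labeling so polarization falls and inhibition rises; many of its hits are not listed in these tables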
BCLXL inh – inhibitors of human Bcl-xL, primary screen, biochemical, fluorescence polarization, HTS; Bcl-2-like protein 1 (Homo sapiens), Q07817; GST-Bcl-xL / FITC-Bim BH3 peptide fluorescence polarization; inhibition, % at 10.9 µM; 320,000 compounds, 0.7% hits;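 active means inhibition above the mean of all tested compounds plus 3 SD, cutoff set per campaign, cut at about 30% in these data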;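 further: 0% = DMSO wells and 100% = unlabeled Bim-BH3 peptide competitor; inhibitors lower millipolarization by displacing the labeled peptide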
Fam108B counter – mouse Fam108B serine hydrolase inhibitors, primary screen, counter-screen for RBBP9 inhibitor project, biochemical, fluorescence polarization. recombinant Fam108B, FP-Rh probe fluorescence polarization. inhibition, % at 9.51 µM. 300,000 compounds, 0.33% hits. AID 1947, 2009;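 active means inhibition above the screen mean inhibition plus 3 SD, computed separately per campaign, cut at about 18% in these data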;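 further: inhibitors lower polarization as less probe binds the enzyme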
Starred values were filed as active, the others as inactive; nt = no result given. An excerpt; rates above refer to the full screens.

SMILES	GLD-1 TGE inh	MEX-5 binding	MCL1 BIM primary	VLA-4 inh	GRK2 inh	Efflux pump mplx	PME-1 primary	BCLXL inh	Fam108B counter
COc1cc(C(=O)Nc2ccc3nc4n(c(=O)c3c2)CCCCC4)cc(OC)c1OC	-0.2	-0.7	-2.6	2.7	0.0	-0.2	3.9	2.3	0.0
CCN(C(=O)CSc1ncn[nH]1)C1CCCCC1	2.1	0.4	-6.2	7.0	0.0	-0.3	-2.4	-4.2	2.7
O=C(CCCc1nc(-c2ccccc2Cl)no1)NC1CCCCC1	1.5	0.3	4.7	-1.3	1.0	0.0	1.3	5.1	0.3
COC(=O)[C@@]1(Cc2ccc(F)cc2)[C@H]2c3cc(C(=O)N4CCCC4)n(CCO)c3C[C@H]2CN1C(=O)c1ccccc1	7.1	nt	-6.5	7.2	0.0	-0.1	-9.7	1.4	-1.8
O=C(Cn1nnc(-c2cccc(C(F)(F)F)c2)n1)N1CCOCC1	1.0	1.4	-1.9	-3.5	0.0	-0.1	-1.4	-3.9	-0.2
COc1ccc(CNC(=O)CN(C(=O)c2csnn2)c2ccc3c(c2)OCCO3)cc1	7.8	2.4	2.9	9.4	0.0	0.0	1.0	2.3	-4.5
CCCS(=O)(=O)N1CCN(C(=O)c2cccs2)CC1	-1.2	1.7	-10.6	3.5	5.0	0.3	-1.2	-1.5	-5.8
O=C(c1ccc(F)cc1)N1CCN(C2CCCCC2)CC1	nt	-1.8	nt	0.9	1.0	-0.1	nt	nt	nt
C(=C\c1ccccc1)/C=N/N1CCN(Cc2ccccc2)CC1	0.4	0.6	-9.6	-1.7	2.0	0.1	-5.5	1.9	-1.6
CCn1cnc2c(Nc3cc(F)cc(F)c3)nc(C#N)nc21	0.8	nt	-0.4	0.0	1.0	0.0	-21.8	-2.8	nt
O=C(COc1ccc(/C=N/NC(=O)CSCc2ccc([N+](=O)[O-])cc2)cc1)NCc1ccco1	-0.5	-1.2	3.8	33.7	2.0	-0.1	-7.4	3.0	3.5
O=C(O)/C=C\c1cc2c(cc1[N+](=O)[O-])OCO2	10.2	-8.2	11.7	-3.1	0.0	0.1	-2.2	10.2	4.5
Cc1ccc(-c2csc(N3C(=N)SCC3=O)n2)cc1	2.1	1.0	4.2	-9.4	2.0	0.1	2.9	3.2	-3.4
COC(=O)C1=C(C)NC2=C(C(=O)CC(C)(C)C2)C1c1cnn(C)c1C (stereo not given)	-0.2	1.3	3.2	17.0	0.0	0.0	-0.9	2.7	5.7
C=CCC[C@@H](Cc1ccc(F)cc1)C(=O)OC[C@@H]1CCCN1C(=O)[C@@H](CC=C)CC(=O)N(CCO)Cc1ccccc1	2.1	nt	nt	-3.0	6.0	0.1	nt	nt	nt
COc1ccccc1NC(=S)N1CCCCCC1	7.7	-1.0	11.7	-1.7	0.0	0.0	-0.1	6.0	-2.0
COC(=O)CN1C(=O)C(C)(C)Oc2ccc(C(=O)Nc3ccccc3F)cc21	-1.6	-1.4	2.8	8.8	0.0	0.1	-2.2	-0.3	1.4
COc1ccc2c(c1)OC[C@H]1[C@H]2N2C(=O)CN(CC3CCCO3)C(=O)[C@@]2(C)[C@H]1c1ccccc1 (stereo not given in full)	0.7	nt	4.9	-3.8	6.0	0.3	-1.4	2.1	nt
CCCOc1cccc(C2/C(=C(/O)c3ccc(OC)cc3)C(=O)C(=O)N2CCN(C)C)c1 (stereo not given)	-7.0	0.1	0.4	-1.2	0.0	0.1	-7.1	2.6	-3.5
COc1ccc(S(=O)(=O)N(CC(=O)O)c2ccccc2)cc1	7.8	-1.5	3.0	0.0	2.0	0.5	-4.9	4.0	2.0
CC(=O)c1sc2c(c1OC(=O)c1ccc(Cl)cc1Cl)c(=O)n(-c1ccccc1)c(=S)n2-c1ccccc1	-12.7	2.8	-10.3	5.0	0.0	0.5	-2.7	-1.0	-11.2
O=C1c2ccccc2C(=O)N1c1cccc2ccccc12	5.6	-0.5	2.1	-6.0	0.0	0.0	1.9	4.2	2.0
Cc1nc(SCC(=O)c2ccc(F)cc2)n[nH]1	11.1	1.6	-11.1	7.7	0.0	0.2	-2.5	-3.1	2.9
Cc1ccc(C)c(NC(=O)Cn2nc(C)c3ccccc3c2=O)c1	4.6	1.3	6.6	4.7	0.0	0.1	0.2	3.5	-1.0
COc1ccc(N=C2S/C(=C\c3cccs3)C(=O)N2CC(C)C)cc1	3.0	-0.4	0.9	10.8	0.0	-0.2	-3.0	-3.2	4.3
SMILES	GLD-1 TGE inh	MEX-5 binding	MCL1 BIM primary	VLA-4 inh	GRK2 inh	Efflux pump mplx	PME-1 primary	BCLXL inh	Fam108B counter
CC(=O)c1c(OC(=O)c2ccco2)c2ccccc2n1C	1.9	-1.5	-5.0	-0.5	1.0	0.0	4.6	0.2	0.7
Cc1cccc(C)c1OCC(=O)NCc1nnc(SCC(=O)NC2CCCCC2)n1C	6.5	1.1	-2.0	12.1	4.0	-0.1	-0.9	-0.6	0.1
Cc1ccn2c(NCc3ccc4c(c3)OCO4)c(-c3ccc(O)cc3)nc2c1	-0.3	-0.3	1.9	13.9	1.0	-0.1	0.4	-1.9	0.5
CC1CC(C)CN(C(=O)COC(=O)c2ccc([N+](=O)[O-])o2)C1 (stereo not given)	4.3	nt	-0.7	3.5	2.0	0.1	-2.5	1.6	nt
CCc1ccc(C(=O)CN(C#N)c2nc(C)cc(C)n2)cc1	-6.6	1.4	-2.6	-4.1	0.0	0.3	-181.8	3.5	-5.7
COc1ccc(CCCCCCOCc2ccccc2)cc1	17.8	nt	3.4	23.7	0.0	-0.1	0.6	-1.9	nt
COc1ccc(CC(=O)Nc2ccc(S(=O)(=O)N3CCCCC3)cc2)cc1OC	-3.9	-0.5	10.7	-32.1	0.0	0.1	4.6	4.5	-1.1
Cc1nc(-c2ccccc2)sc1C1(C)CC(c2cccc(F)c2)=NO1 (stereo not given)	5.8	-3.2	6.6	17.2	2.0	0.1	0.1	4.0	-4.2
Cc1ccc(S(=O)(=O)NCC(=O)N2CCCCC2)cc1	-0.4	0.6	1.3	-0.8	0.0	0.0	2.3	4.8	3.2
Cc1[nH]n(-c2ccccc2)c(=O)c1C(c1cccc([N+](=O)[O-])c1)c1c(C)[nH]n(-c2ccccc2)c1=O	7.2	-1.4	3.5	21.9	0.0	-0.1	3.4	11.9	9.2
COc1ccccc1C(CNC(=O)c1ccc(NS(=O)(=O)c2ccc(F)c(C)c2)cc1)N(C)C (stereo not given)	-6.3	1.0	5.6	0.0	0.0	0.1	6.7	-3.4	4.8
O=C(O)CNC(=O)CC12CC3CC(CC(C3)C1)C2	-4.8	3.4	3.7	-15.0	4.0	0.0	-4.0	6.1	1.5
NNC(=O)Cc1csc(-c2ccccc2)n1	6.9	0.1	0.1	-6.8	0.0	-0.1	-0.7	2.0	-0.7
C=C(c1ccccc1C)[n+]1ccccc1	-2.9	-2.4	1.4	24.8	nt	0.3	-2.6	1.2	2.7
CCn1nc(C)c(/C=N/NC(=O)Cn2nnnc2N)c1C	-3.0	1.2	5.4	2.7	1.0	0.0	3.1	1.9	-3.0
CC(C)(C)c1ccc(N=C2SCC(=O)N2Cc2cccs2)cc1	3.4	1.1	0.9	5.0	4.0	0.4	-1.4	3.3	-1.9
COc1ccc(C(=O)NC(C(=O)N2CCc3ccccc32)C(C)C)cc1 (stereo not given)	2.3	1.1	4.9	7.2	1.0	0.0	-1.9	7.8	1.6
O=C(/C=C/c1ccc(F)cc1)NCCCn1ccnc1	-2.6	2.0	3.0	2.6	0.0	0.0	7.1	4.3	0.0
COc1ccc(Oc2cc(F)nc(N)n2)cc1	3.2	0.0	3.9	0.0	0.0	0.0	0.9	5.8	1.9
Cc1nnc(SCC(=O)Nc2nsc(-c3ccccc3)n2)s1	4.2	-0.6	-3.7	-10.3	5.0	0.0	2.9	-3.2	-0.7
COC(=O)C(c1cc(OC)c(O)c(OC)c1)(N1CCNC(C)C1)C(F)(F)F (stereo not given)	7.4	-0.3	8.7	8.8	4.0	0.1	-3.7	6.7	5.1
O=C(CSc1nc2cc(Cl)ccc2s1)NCc1ccc2c(c1)OCO2	-3.3	1.1	13.1	-13.8	0.0	-1.2	-2.4	0.8	-0.1
CCOc1ccc(-c2cccc(NC(=O)COc3ccccc3)c2)nn1	1.4	1.8	-4.3	-2.4	4.0	0.2	-13.3	5.5	2.2
COc1ccc(N(CC(=O)O)S(C)(=O)=O)cc1OC	-0.4	2.5	-2.7	6.3	0.0	0.0	1.9	-0.8	-0.7
O=[N+]([O-])c1ccc(Sc2nccn2Cc2ccccc2)c([N+](=O)[O-])c1	6.9	1.9	-3.8	-6.8	2.0	-0.1	-1.8	-3.8	3.3
SMILES	GLD-1 TGE inh	MEX-5 binding	MCL1 BIM primary	VLA-4 inh	GRK2 inh	Efflux pump mplx	PME-1 primary	BCLXL inh	Fam108B counter
NC(=O)CSc1nc2scc(-c3ccc(Cl)cc3)c2c(=O)n1Cc1ccccc1	0.1	-0.2	0.0	4.4	3.0	0.0	-10.1	-8.4	-5.5
O=C(Nc1ccc(Cl)cc1)c1cc2nc(-c3ccco3)cc(C(F)(F)F)n2n1	2.0	-8.1	7.3	-5.0	0.0	0.0	-0.8	5.0	6.7
O=C(CCCCCNC(=O)N1CCn2c1nc1ccccc12)NCc1ccc(F)cc1	3.6	2.3	8.0	-0.9	0.0	-0.3	-1.3	5.6	5.0
O=C(Cn1nc(-c2ccc3c(c2)OCCO3)ccc1=O)Nc1cccc(NC(=O)c2ccccn2)c1	2.0	-4.2	-0.2	6.3	0.0	0.1	-13.5	-2.1	-47.8
COc1ccc(CNC(=O)COC(=O)CO/N=C(\C)c2ccc3c(c2)OCO3)cc1	2.4	1.4	-2.5	-2.8	0.0	0.0	-1.5	1.1	-3.9
CC1=NN(c2nc(-c3ccc(F)cc3)cs2)C(=O)C1	-4.7	0.1	4.0	-9.4	3.0	0.1	9.0	4.5	-2.9
CCCN1CCN(c2ncnc3scc(C4COc5ccccc5O4)c23)CC1 (stereo not given)	1.3	-1.3	3.7	0.1	1.0	0.2	1.3	6.9	2.8
Cc1ccc(CNC(=O)C2CC(c3ccc([N+](=O)[O-])cc3)=NO2)cc1 (stereo not given)	5.7	1.5	6.6	-1.5	0.0	-0.1	-8.6	3.4	2.7
CCCc1cnc(NCCNCC(O)COc2ccc(Cl)c(Cl)c2)nc1 (stereo not given)	2.8	1.2	5.3	1.7	0.0	0.1	1.2	0.4	5.4

2 entries drawn at random from those above:
SMILES	GLD-1 TGE inh	MEX-5 binding	MCL1 BIM primary	VLA-4 inh	GRK2 inh	Efflux pump mplx	PME-1 primary	BCLXL inh	Fam108B counter
CC(=O)c1c(OC(=O)c2ccco2)c2ccccc2n1C	1.9	-1.5	-5.0	-0.5	1.0	0.0	4.6	0.2	0.7
COC(=O)[C@@]1(Cc2ccc(F)cc2)[C@H]2c3cc(C(=O)N4CCCC4)n(CCO)c3C[C@H]2CN1C(=O)c1ccccc1	7.1	nt	-6.5	7.2	0.0	-0.1	-9.7	1.4	-1.8

Source: PubChem BioAssay (several laboratories)
